GSH bead fluor = compound fluoresces at 488/530 nm on GSH beads | GSH beads flow cytometry, compound fluorescence 488/530 nm; hits give high values | fluorescence (KMESF) at 10 µM | 190,000 tested, 0.25% active; in the data active = fluorescence above about 89;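 note: glutathione beads carrying GST-tagged Bcl family fusion proteins plus one bare bead set; values are compound well signal with DMSO vehicle wells as background; inactives centre near 16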
Avidin bead fluor = compound fluoresces at 488/530 nm on avidin beads; compound fluorescence 488/530 nm, flow cytometry; hits give high values; fluorescence (KMESF) at 10 µM; 220,000 tested, 0.38% active; AID 1775; in the data active = fluorescence above about 47; note: inactives centre near 10
RGS7-Gao reg = human RGS7-Galphao interaction regulation. binding response (% of control), % at 10 µM. 220,000 tested, 0.35% active. P09471. Multiplexed bead flow cytometry, RGS7-Galphao binding; actives lie on both sides; in the data active = binding response below about 49% or above about 150%; inconclusive = no clear call, values can overlap the other calls; inactive = in between;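 note: fluorescent Galphao held in activated GDP-AlF4 state binding bead-coupled RGS7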
Mcl1-Bid inh = disrupts binding of human Mcl-1 to Bid peptide | Q07820 | TR-FRET Mcl-1/Bid-Dy647 peptide binding, 1536-well | inhibition, % at 21.7 µM | 220,000 tested, 0.97% active;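 active = compounds that cut the binding signal by more than half at the single screening dose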;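 note: His-tagged Mcl-1 with europium anti-His antibody binding Bid BH3 peptide; 0% = Mcl-1 plus peptide wells and 100% = peptide-only wells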
Target sequence (Q07820 whole entry, looked up): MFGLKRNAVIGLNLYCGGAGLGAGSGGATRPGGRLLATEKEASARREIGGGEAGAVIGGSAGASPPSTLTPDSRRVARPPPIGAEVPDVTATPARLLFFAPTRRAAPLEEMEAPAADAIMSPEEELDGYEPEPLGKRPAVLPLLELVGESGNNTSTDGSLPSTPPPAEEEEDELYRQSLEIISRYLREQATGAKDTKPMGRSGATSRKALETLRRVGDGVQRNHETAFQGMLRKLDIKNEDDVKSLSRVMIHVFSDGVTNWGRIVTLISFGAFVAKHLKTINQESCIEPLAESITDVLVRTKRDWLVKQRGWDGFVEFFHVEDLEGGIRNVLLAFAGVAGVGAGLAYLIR
RGS8-Gao = regulators of human RGS8-Galphao interaction | multiplexed bead flow cytometry, RGS8-Galphao binding; actives lie on both sides | response (percent of control binding), % at 10 µM | 220,000 tested, 0.34% active | AID 1423; in the data active = response below about 60% or above about 140%; inactive = in between;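 note: Galphao activated as the GDP aluminium fluoride complex binding bead-coupled RGS8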
RGS4-Gao reg = human RGS4-Galphao interaction regulation. binding response (% of control), % at 10 µM. P09471. AID 1415. Multiplexed bead flow cytometry, RGS4-Galphao binding; actives lie on both sides. 220,000 tested, 0.33% active; in the data active = binding response below about 49% or above about 150%; inactive = in between;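 note: fluorescent Galphao activated with aluminum fluoride binding bead-coupled RGS4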
ABCB1 inh = blocks JC-1 efflux by human ABCB1 transporter | P08183 | CCRF-Adr cells, flow cytometry | inhibition, % at 6.6 µM | 190,000 tested, 0.067% active | AID 1326; in the data active = inhibition above about 40%;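 note: 0% = vehicle and 100% = reference inhibitor; higher value means more JC-1 retained so stronger ABCB1 efflux block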
Bim-Mcl-1 = inhibitors of Bim-Mcl-1 interaction, human; Bead-based flow cytometry, Bim peptide-Mcl-1 binding; inhibition, % at 10 µM; 190,000 tested, 0.1% active; AID 1009; in the data active = inhibition above about 40%;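 note: 0% = no compound tracer wells and 100% = peptide blocker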
ABCG2 block = blocks JC-1 efflux by human ABCG2 transporter; AID 1325; IgMXP3 cells, flow cytometry; Q9UNQ0; 190,000 tested, 0.1% active; inhibition, % at 6.6 µM;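 active = inhibition above 80%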;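 note: 0% = DMSO and 100% = nicardipine control wells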
Target sequence (Q9UNQ0 whole entry, looked up): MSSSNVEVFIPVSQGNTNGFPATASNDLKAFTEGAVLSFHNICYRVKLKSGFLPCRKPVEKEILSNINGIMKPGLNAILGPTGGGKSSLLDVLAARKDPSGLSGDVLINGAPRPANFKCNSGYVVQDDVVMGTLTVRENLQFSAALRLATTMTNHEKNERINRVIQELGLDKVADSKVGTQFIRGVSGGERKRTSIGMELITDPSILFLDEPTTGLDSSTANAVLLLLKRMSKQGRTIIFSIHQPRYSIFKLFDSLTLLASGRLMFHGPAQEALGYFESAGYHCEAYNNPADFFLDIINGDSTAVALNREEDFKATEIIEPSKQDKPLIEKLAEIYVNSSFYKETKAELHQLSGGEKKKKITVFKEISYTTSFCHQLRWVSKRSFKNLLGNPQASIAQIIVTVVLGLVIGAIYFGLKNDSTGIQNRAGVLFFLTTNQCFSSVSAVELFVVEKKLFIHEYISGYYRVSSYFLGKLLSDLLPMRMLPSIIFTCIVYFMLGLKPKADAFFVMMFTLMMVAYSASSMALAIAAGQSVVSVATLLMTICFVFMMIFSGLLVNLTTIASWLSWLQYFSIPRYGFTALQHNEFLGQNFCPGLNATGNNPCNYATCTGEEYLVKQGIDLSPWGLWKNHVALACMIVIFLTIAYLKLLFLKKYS
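System: two drug-resistant human cell lines, ABCG2 and ABCB1; controls: nicardipine high and DMSO low controls; times: 10 min exposure at 25 °C with rotation, no wash; detection: flow cytometry of retained JC-1 fluorescence; read-out basis: percent efflux inhibition, scaled nicardipine 100% to DMSO 0%; doses: one concentration, 6.6 µM final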
Mcl1 Noxa PPI = disrupts binding of human Mcl-1 to Noxa peptide; AID 1022; TR-FRET Mcl-1/Noxa peptide binding, 2 h; 220,000 tested, 1.5% active; inhibition, % at 21.7 µM;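 active = compounds that cut the protein-peptide binding signal by more than 50% relative to plate controls in a single-dose test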;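 note: His-tagged Mcl-1 with rhodamine Noxa BH3 peptide and terbium anti-His antibody; 0% = Mcl-1 plus Noxa peptide wells and 100% = peptide-only wells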
Pf gamet viab = inhibitors of late stage P. falciparum gametocyte viability; 150,000 tested, 0.065% active; inhibition, % at 10.9 µM; P. falciparum stage V gametocytes, ATP luminescence, 24 h; AID 743093;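 active = inhibition above the mean plus 3 SD of compounds within the control limits, set per campaign, cut at about 38% in these data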;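 note: 0% = DMSO wells and 100% = medium only without gametocytes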
An asterisk follows results filed as active.

For Cc1cc(C(C)(C)C)cc(S(=O)(=O)Nc2cccc(C(=O)O)c2)c1C the results were GSH bead fluor 24, Avidin bead fluor 8, RGS7-Gao reg 99, Mcl1-Bid inh 44, RGS8-Gao 100, RGS4-Gao reg 100, ABCB1 inh 0.1, Bim-Mcl-1 2, ABCG2 block 0 and Mcl1 Noxa PPI 38.
`O=C(CC(O)(c1ccccc1)C(F)(F)F)c1cccs1` (centres undefined) gave GSH bead fluor 7, Avidin bead fluor 12, RGS7-Gao reg 113, Mcl1-Bid inh -19, RGS8-Gao 108, RGS4-Gao reg 110, ABCB1 inh 0.4, Bim-Mcl-1 -2, ABCG2 block 2, Mcl1 Noxa PPI -15 and Pf gamet viab -10.
Screening Cc1ccc(N2CC(c3nc4ccccc4[nH]3)CC2=O)c(C)c1 (centres undefined) returned GSH bead fluor 17, Avidin bead fluor 6, RGS7-Gao reg 103, Mcl1-Bid inh -26, RGS8-Gao 101, RGS4-Gao reg 99, ABCB1 inh 0.2, Bim-Mcl-1 -2, ABCG2 block 2 and Mcl1 Noxa PPI 11.
Screening CCCC(=O)Nc1ccccc1NC(C)=O returned GSH bead fluor 33, Avidin bead fluor 16, RGS7-Gao reg 96, Mcl1-Bid inh 0, RGS8-Gao 99, RGS4-Gao reg 96, ABCB1 inh 1.7, Bim-Mcl-1 -5, ABCG2 block 2 and Mcl1 Noxa PPI -22.
`Cc1cc(C)nc(NC(=O)C(C)C)n1` gave GSH bead fluor 15, Avidin bead fluor 11, RGS7-Gao reg 93, Mcl1-Bid inh -8, RGS8-Gao 95, RGS4-Gao reg 97, ABCB1 inh 0.8, Bim-Mcl-1 0, ABCG2 block 5 and Mcl1 Noxa PPI 0.
`CCOC(=O)N1CCN(C(=O)CSc2nc3c(c(=O)n2-c2ccccc2OC)SCC3)CC1` gave GSH bead fluor 9, Avidin bead fluor 20, RGS7-Gao reg 97, Mcl1-Bid inh -30, RGS8-Gao 99, RGS4-Gao reg 104, ABCB1 inh 0.3, Bim-Mcl-1 -1, ABCG2 block 1, Mcl1 Noxa PPI 5 and Pf gamet viab -7.
Screening CCS(=O)(=O)C1=NSC2=NC(=O)/C(=C\c3cc(C)n(-c4cccc(OC)c4)c3C)C(=N)N21 returned GSH bead fluor 29, Avidin bead fluor 9, RGS7-Gao reg 104, Mcl1-Bid inh -18, RGS8-Gao 101, RGS4-Gao reg 103, ABCB1 inh -0.9, Bim-Mcl-1 0, ABCG2 block -7, Mcl1 Noxa PPI 38 and Pf gamet viab 0.
For CCOC(=O)C1CCN(C(=O)CN(Cc2ccccc2)S(C)(=O)=O)CC1 the results were GSH bead fluor 6, Avidin bead fluor 9, RGS7-Gao reg 92, Mcl1-Bid inh -8, RGS8-Gao 97, RGS4-Gao reg 97, ABCB1 inh 0.3, Bim-Mcl-1 0, ABCG2 block 0 and Mcl1 Noxa PPI -14.
Screening COc1ccccc1C(=O)N(Cc1nc(-c2ccc(Cl)cc2)no1)C(C)C returned GSH bead fluor 20, Avidin bead fluor 9, RGS7-Gao reg 112, Mcl1-Bid inh 6, RGS8-Gao 107, RGS4-Gao reg 111, ABCB1 inh -0.7, Bim-Mcl-1 0, ABCG2 block 0 and Mcl1 Noxa PPI 9.
`Cc1nn(-c2ccccc2)c(C)c1/C=N/NC(=O)CSc1nc2ccccc2c(=O)n1-c1ccc(Br)cc1` gave GSH bead fluor 23, Avidin bead fluor 7, RGS7-Gao reg 104, Mcl1-Bid inh 11, RGS8-Gao 103, RGS4-Gao reg 105, ABCB1 inh 1.6, Bim-Mcl-1 0, ABCG2 block 3 and Mcl1 Noxa PPI 6.
O=C(COc1ccc(Cl)cc1)N1CCN(c2ccc([N+](=O)[O-])c(N3CCCCC3)c2)CC1 was read as GSH bead fluor 12, Avidin bead fluor 8, RGS7-Gao reg 98, Mcl1-Bid inh 2, RGS8-Gao 98, RGS4-Gao reg 92, ABCB1 inh 0.9, Bim-Mcl-1 0, ABCG2 block 6, Mcl1 Noxa PPI 6 and Pf gamet viab -27.
`Cn1c(NN)nc2sc3c(c2c1=O)CCC3` gave GSH bead fluor 9, Avidin bead fluor 14, RGS7-Gao reg 95, Mcl1-Bid inh -71, RGS8-Gao 97, RGS4-Gao reg 93, ABCB1 inh -0.3, Bim-Mcl-1 1, ABCG2 block 0 and Mcl1 Noxa PPI -41.

For convenience, 3 of the compounds above.
`Cc1nn(-c2ccccc2)c(C)c1/C=N/NC(=O)CSc1nc2ccccc2c(=O)n1-c1ccc(Br)cc1` gave GSH bead fluor 23, Avidin bead fluor 7, RGS7-Gao reg 104, Mcl1-Bid inh 11, RGS8-Gao 103, RGS4-Gao reg 105, ABCB1 inh 1.6, Bim-Mcl-1 0, ABCG2 block 3 and Mcl1 Noxa PPI 6.
O=C(COc1ccc(Cl)cc1)N1CCN(c2ccc([N+](=O)[O-])c(N3CCCCC3)c2)CC1 was read as GSH bead fluor 12, Avidin bead fluor 8, RGS7-Gao reg 98, Mcl1-Bid inh 2, RGS8-Gao 98, RGS4-Gao reg 92, ABCB1 inh 0.9, Bim-Mcl-1 0, ABCG2 block 6, Mcl1 Noxa PPI 6 and Pf gamet viab -27.
`Cn1c(NN)nc2sc3c(c2c1=O)CCC3` gave GSH bead fluor 9, Avidin bead fluor 14, RGS7-Gao reg 95, Mcl1-Bid inh -71, RGS8-Gao 97, RGS4-Gao reg 93, ABCB1 inh -0.3, Bim-Mcl-1 1, ABCG2 block 0 and Mcl1 Noxa PPI -41.

(next part)
CN(C)c1nc2c(c(N)nn2-c2ccc(Cl)cc2)c(=O)o1 was read as GSH bead fluor 19, Avidin bead fluor 8, RGS7-Gao reg 105, Mcl1-Bid inh -1, RGS8-Gao 100, RGS4-Gao reg 107, ABCB1 inh 2.7, Bim-Mcl-1 1, ABCG2 block 25, Mcl1 Noxa PPI 2 and Pf gamet viab -2.
`CN1CCC2(CC1)Nc1nc(SCc3ccc(Cl)cc3)nn1C1=C2CN(C)CC1` gave GSH bead fluor 53, Avidin bead fluor 7, RGS7-Gao reg 103, Mcl1-Bid inh -6, RGS8-Gao 103, RGS4-Gao reg 101, ABCB1 inh -0.2, Bim-Mcl-1 -4, ABCG2 block -2, Mcl1 Noxa PPI 33 and Pf gamet viab -16.
Clc1ccc(C2[C@H]3CN(CC4CCCCC4)[C@H](c4ccccc4)C34CC2(c2ccccc2)C4)cn1 (some centres undefined) was read as Avidin bead fluor 12, RGS7-Gao reg inconclusive, Mcl1-Bid inh -68, RGS8-Gao 103, RGS4-Gao reg 100, Mcl1 Noxa PPI 1 and Pf gamet viab 4.
For CCN1CCN(C(=S)Nc2ccc(C(C)=O)cc2)CC1 the results were GSH bead fluor 12, Avidin bead fluor 6, RGS7-Gao reg 94, Mcl1-Bid inh -54, RGS8-Gao 100, RGS4-Gao reg 101, ABCB1 inh -0.5, Bim-Mcl-1 -4, ABCG2 block 1, Mcl1 Noxa PPI 2 and Pf gamet viab -23.
`COc1cc(OC)c(OC)cc1CNC1CCCCCC1` gave GSH bead fluor 26, Avidin bead fluor 12, RGS7-Gao reg 89, Mcl1-Bid inh 9, RGS8-Gao 97, RGS4-Gao reg 90, ABCB1 inh 0.8, Bim-Mcl-1 0, ABCG2 block 10, Mcl1 Noxa PPI 17 and Pf gamet viab -6.
Screening Cc1ccc([N+](=O)[O-])cc1NC(=O)CCCOc1ccccc1 returned GSH bead fluor 27, Avidin bead fluor 10, RGS7-Gao reg 105, Mcl1-Bid inh 11, RGS8-Gao 106, RGS4-Gao reg 104, ABCB1 inh 0.5, Bim-Mcl-1 -5, ABCG2 block 7 and Pf gamet viab -5.
`COCCCNC(=O)c1ccc2c(c1)ncn2-c1ccccc1OC` gave GSH bead fluor 28, Avidin bead fluor 5, RGS7-Gao reg 102, Mcl1-Bid inh -3, RGS8-Gao 103, RGS4-Gao reg 100, ABCB1 inh 0.5, Bim-Mcl-1 0, ABCG2 block 5, Mcl1 Noxa PPI -4 and Pf gamet viab 0.
CN(C)S(=O)(=O)c1ccc2c(c1)nc1n2CCC1 was read as GSH bead fluor 12, Avidin bead fluor 9, RGS7-Gao reg 98, Mcl1-Bid inh -11, RGS8-Gao 92, RGS4-Gao reg 82, ABCB1 inh 0.6, Bim-Mcl-1 8, ABCG2 block 4 and Mcl1 Noxa PPI 3.
Cc1cc(C(=O)O)ccc1-c1ccc(/C=C2\NC(=O)N(Cc3ccc(F)cc3)C2=O)o1 was read as Avidin bead fluor 7, RGS7-Gao reg inconclusive, Mcl1-Bid inh -30, RGS8-Gao 100, RGS4-Gao reg 97, Mcl1 Noxa PPI 19 and Pf gamet viab -18.
For COc1cc(C(=O)OCC(=O)Nc2ccc3c(c2)OC(F)(F)O3)ccc1OCc1c(C)noc1C the results were GSH bead fluor 20, Avidin bead fluor 21, RGS7-Gao reg 91, Mcl1-Bid inh 9, RGS8-Gao 77, RGS4-Gao reg 90, ABCB1 inh 1.8, Bim-Mcl-1 -2, ABCG2 block 18, Mcl1 Noxa PPI 9 and Pf gamet viab 3.
For Clc1ccc(CSc2nncn2-c2ccccn2)cc1 the results were GSH bead fluor 16, Avidin bead fluor 34, RGS7-Gao reg 101, Mcl1-Bid inh 1, RGS8-Gao 100, RGS4-Gao reg 100, ABCB1 inh 0.3, Bim-Mcl-1 0, ABCG2 block 1 and Mcl1 Noxa PPI 6.
`COc1ccc(F)cc1S(=O)(=O)N1CCC(C(N)=O)CC1` gave GSH bead fluor 12, Avidin bead fluor 9, RGS7-Gao reg 101, Mcl1-Bid inh 5, RGS8-Gao 103, RGS4-Gao reg 103, ABCB1 inh 0.1, Bim-Mcl-1 -2, ABCG2 block 1, Mcl1 Noxa PPI 5 and Pf gamet viab -4.
For CC(C)C(=O)N1CCC2(CC1)Oc1ccc(F)cc1C(=O)C21CC(c2ccc(Cl)cc2)=NO1 (centres undefined) the results were Avidin bead fluor 9, RGS7-Gao reg inconclusive, Mcl1-Bid inh -1, RGS8-Gao 99, RGS4-Gao reg 102, Mcl1 Noxa PPI -20 and Pf gamet viab -1.
Screening O=C(CN1CCCC1)Nc1ccccc1Sc1ccccc1 returned GSH bead fluor 20, Avidin bead fluor 6, RGS7-Gao reg 106, Mcl1-Bid inh -16, RGS8-Gao 100, RGS4-Gao reg 103, ABCB1 inh 0.8, Bim-Mcl-1 0, ABCG2 block 23 and Mcl1 Noxa PPI 7.
Cc1cc(-c2nnc(-c3cc4ccccc4oc3=O)o2)c(C)n1-c1ccccc1 was read as GSH bead fluor 8, Avidin bead fluor 11, RGS7-Gao reg 91, Mcl1-Bid inh -14, RGS8-Gao 97, RGS4-Gao reg 93, ABCB1 inh 0.7, Bim-Mcl-1 -1, ABCG2 block 4, Mcl1 Noxa PPI 18 and Pf gamet viab -9.

Screening data deposited in PubChem BioAssay by several laboratories.
